XIAP displacement – small molecules displacing peptide from XIAP – biochemical, IAP family, fluorescence polarization (AID 1018) | XIAP BIR domain, fluorescence polarization peptide displacement; higher % means a stronger effect | one-dose displacement, % at 20 µM; IC50 in µM for titrated hits | 200,000 tested, 0.007% active; in the data active = displacement above about 50%; note: a part of the inactive calls stands beside numbers as strong as those of hits
NS5 inhibitors – Dengue-2 NS5 methyltransferase inhibitors, primary screen, biochemical, confirmation dose response (AID 588689); 340,000 tested, 0.3% active; inhibition, % at 25 µM, or IC50 in µM where a hit was titrated; Dengue-2 NS5 methyltransferase capping enzyme assay, biochemical; higher % means a stronger effect; in the data active = a potency from the dose series; inconclusive = inhibition above about 29% without an active follow-up result
SIAH1 antagonists – Siah-1 peptide-binding antagonists, primary screen, biochemical, fluorescence polarization, rhodamine-plectin, uHTS (AID 1817). Siah-1 / rhodamine-plectin peptide fluorescence polarization; higher % means a stronger effect. one-dose displacement, % at 20 µM; IC50 in µM for titrated hits. 290,000 tested, 0.02% active;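 active = displacement of at least 50% at 20 µM, with a fluorescence ratio check between 0.3 and a set limit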;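 note: plate controls were Siah plus tracer with DMSO for no effect and tracer alone without Siah for full effect; strong numbers were not always called active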
HIV peptide binding – inhibitors of HIV fusion peptide binding, primary screen, biochemical, uHTS, fluorescence dequenching (AID 1986); cell-free peptide binding, fluorescence dequenching, 30 min; higher % means a stronger effect; inhibition, % at 20 µM, or IC50 in µM where a hit was titrated; 290,000 tested, 0.3% active; in the data active = inhibition mostly above about 52%, no sharp cut-off; inactive = mostly below about 76%; note: some results filed as inactive read as strong as hits
RSV antiviral HEp-2 – inhibition of RSV-induced cytopathic effect – HEp-2 cells, primary 10 µM value included (AID 2391); HEp-2 cells, RSV-induced CPE inhibition; higher % means a stronger effect; CPE inhibition, % at 10 µM; hits with a dose series show IC50 in µM; 310,000 tested, 0.13% active; in the data active = a potency from the dose series; inconclusive = CPE inhibition mostly from about 23% at the one dose, without a potency; inactive = the rest, 99 in 100 with CPE inhibition below about 21%; note: strong numbers were not always called active
MgcRacGAP inhibition – MgcRacGAP GTPase-activating activity inhibitors, confirmation, biochemical, ADP Hunter fluorescence. 340,000 tested, 0.6% active. MgcRacGAP-stimulated Rac1 GTP hydrolysis, ADP Hunter fluorescence; higher % means a stronger effect; GST-tagged Rac1 F28L mutant substrate. inhibition, % at 30 µM; hits with a dose series show IC50 in µM;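 active = first-screen hits whose inhibition reached a set limit at any dose in the follow-up dose series; inconclusive = inhibition above the set first-screen limit but never retested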;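 note: fluorescence reports GDP produced by GAP-driven GTP hydrolysis; strong numbers were not always called active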
LYP inhibition – inhibitors of LYP phosphatase, biochemical, fluorescence intensity, uHTS (AID 1779); inhibition, % at 11.5 µM; hits with a dose series show IC50 in µM; recombinant LYP phosphatase, fluorescence intensity; higher % means a stronger effect; 290,000 tested, 0.054% active; in the data active = inhibition above about 50%;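 note: plate controls were vehicle with enzyme for no effect and no enzyme for full effect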
AID2073 – inhibitors of Mint1-CaV2.2 protein interaction, biochemical, HTRF (AID 2073); HTRF protein-protein interaction, Mint1-CaV2.2; higher % means a stronger effect; inhibition, % at 20 µM, or IC50 in µM where a hit was titrated; 290,000 tested, 0.19% active; in the data active = inhibition mostly above about 51%, no sharp cut-off; inconclusive = no clear call, values can overlap the other calls; inactive = mostly below about 53%; note: some results filed as inactive read as strong as hits
Large T inhibition – SV40 large T antigen inhibitors, biochemical (AID 1903). 310,000 tested, 0.39% active. SV40 large T antigen ATPase/helicase inhibition assay; higher % means a stronger effect. one-dose inhibition, % at 20 µM; IC50 in µM for titrated hits; in the data active = a potency from the dose series; inconclusive = inhibition mostly from about 32% at the one dose, without a potency; inactive = the rest, 99 in 100 with inhibition below about 32%; note: strong numbers were not always called active
NS5 inhibitors pilot replicate – recorded beside NS5 inhibitors, whose call it bears; inhibition, %; measured here: pilot screen replicate inhibition
* hit, by the source's call; u = inconclusive; x = not tested or not shown. An unsorted share of the library (roughly 1.7% active in at least one column).

SMILES	XIAP displacement	NS5 inhibitors	SIAH1 antagonists	HIV peptide binding	RSV antiviral HEp-2	MgcRacGAP inhibition	LYP inhibition	AID2073	Large T inhibition	others
Cn1c(CSCc2ccc(F)cc2)nnc1SCC(=O)Nc1cccc(C(=O)O)c1	x	-6%	1%	-0.4%	0.2%	10%	-3%	-14%	8%
COC(=O)/C=C1\SC(=NC(=O)c2ccc(OC)cc2)NC1=O	x	-4%	-4%	27%	-0.5%	5%	2%	-6%	19%
CCOc1ccc(NS(=O)(=O)c2ccc3[nH]cc(C(=O)NCCOC)c(=O)c3c2)cc1	-1.8%	-2%	3%	5.6%	1.4%	4%	-6%	20%	5%
O=C(NCc1ccco1)/C(=C/c1ccccc1)NC(=O)c1ccco1	x	-2%	-3%	0.0%	1.2%	2%	-9%	1%	-4%
COc1cccc(/C=N/NC(=O)c2ccc(N(C)S(=O)(=O)c3ccccc3)cc2)c1OC	4.5%	-5%	-1%	-0.7%	2.2%	1%	3%	25%	19%
CCOc1cc(N2CCOCC2)c(OCC)cc1NC(=O)c1ccccc1C	-6.3%	-12%	7%	-0.3%	-1.1%	2%	0%	-4%	5%
O=S(=O)(NC1CCCCC1Sc1ncccn1)c1ccccc1 (stereo not drawn)	-4.6%	-6%	0%	-1.0%	0.1%	8%	-7%	-1%	13%
COc1cccc(OC)c1OCCCOc1c(OC)cccc1OC	-1.6%	0%	0%	0.5%	0.2%	10%	-4%	5%	4%
Cc1[nH]c2ccccc2c1SCC(=O)N1CCN(c2ccccc2)CC1	1.1%	-2%	6%	0.5%	1.2%	2%	20%	14%	4%
CSc1ccc(/C=C(\C#N)C(=O)NC2CCCCC2C)cc1 (stereo not drawn)	-4.8%	-3%	1%	-2.4%	4.1%	4%	-4%	4%	8%
CN(Cc1ccccc1)C(=O)c1nc2ccccn2c1CN1CCC(N2CCOCC2)CC1	x	-8%	4%	-1.8%	-0.7%	5%	-6%	-17%	11%
CC(NC(=O)c1ccco1)C(=O)N1CCN(C(c2ccccc2)c2ccccc2)CC1 (stereo not drawn)	x	-6%	11%	1.0%	2.6%	11%	-7%	8%	24%

Sorted by length of the SMILES (lowest first): some entries from above
SMILES	XIAP displacement	NS5 inhibitors	SIAH1 antagonists	HIV peptide binding	RSV antiviral HEp-2	MgcRacGAP inhibition	LYP inhibition	AID2073	Large T inhibition	others
Cc1[nH]c2ccccc2c1SCC(=O)N1CCN(c2ccccc2)CC1	1.1%	-2%	6%	0.5%	1.2%	2%	20%	14%	4%
CN(Cc1ccccc1)C(=O)c1nc2ccccn2c1CN1CCC(N2CCOCC2)CC1	x	-8%	4%	-1.8%	-0.7%	5%	-6%	-17%	11%
COc1cccc(/C=N/NC(=O)c2ccc(N(C)S(=O)(=O)c3ccccc3)cc2)c1OC	4.5%	-5%	-1%	-0.7%	2.2%	1%	3%	25%	19%

(continued)
SMILES	XIAP displacement	NS5 inhibitors	SIAH1 antagonists	HIV peptide binding	RSV antiviral HEp-2	MgcRacGAP inhibition	LYP inhibition	AID2073	Large T inhibition	others
O=C(O)c1ccc(N/N=C/C2=C(N3CCOCC3)C(=C\c3ccccc3)/CC2)cc1	x	-62%	15%	20%	3.5%	13%	2%	2%	34%
CC1Sc2ccc(S(=O)(=O)CCC(=O)NC3CCCC(C)C3C)cc2NC1=O (stereo not drawn)	x	-9%	-3%	-0.9%	-0.6%	13%	-7%	6%	-13%
CN1CCN(C(=O)c2c(NC(=O)c3ccco3)sc3c2CCC(C(C)(C)C)C3)CC1 (stereo not drawn)	-5.4%	1%	0%	2.5%	-3.0%	5%	-5%	18%	-1%
O=C(Cc1ccccc1)NNC(=S)Nc1ccc(Cl)cc1	1.1%	-13%	2%	-0.2%	0.5%	4%	-2%	-11%	16%
CCOc1ccccc1NC(=O)CN(C)S(=O)(=O)c1ccc(OC)c(C)c1	-5.7%	1%	-1%	0.4%	1.0%	3%	3%	-7%	3%
COc1cc2c(cc1OC)C(=O)CC(C)S2 (stereo not drawn)	-5.3%	1%	3%	0.9%	-0.9%	12%	-10%	19%	2%
Cc1ccc(CNc2nc(C)c(C(=O)N(C)C)s2)cc1	x	-3%	-1%	-0.7%	1.8%	9%	-12%	4%	10%
COc1ccc(C(=O)NCc2nnc(SCC(=O)N3CCC(C)CC3)o2)cc1	-5.6%	4%	-4%	-0.1%	1.0%	3%	-4%	1%	5%
O=C(Nc1nnc(CC2=CCCCC2)s1)Nc1ccccc1F	x	x	6%	0.7%	3.1%	x	-3%	24%	-2%
CC(C)C(NC(=O)c1ccc(F)cc1)C(=O)OCC(=O)N1CC(=O)Nc2ccccc21 (stereo not drawn)	-6.8%	1%	3%	2.3%	1.4%	4%	-12%	0%	7%
O=C(Nc1ccc(N2C(=O)C3C4C=CC(C4)C3C2=O)cc1)Nc1cccnc1 (stereo not drawn)	45%	-2%	3%	2.2%	1.6%	16%	0%	-4%	6%
CCSc1nnc2nc(C)cc(C)n12	-4.5%	-2%	2%	4.5%	1.7%	5%	-8%	1%	1%
O=[N+]([O-])c1cccc(/C=N/Nc2nc(NCc3ccccc3)nc(N3CCOCC3)n2)c1O	-5.0%	-12%	-9%	1.1%	-2.2%	-1%	2%	2%	8%
Cc1ccc(-c2ccccc2NC(=O)CS(=O)CC(=O)Nc2ccc(C)c(Cl)c2)o1 (stereo not drawn)	x	-2%	6%	44%	u	7%	3%	-12%	u
Cc1cc(C)nc(NC(=O)CSc2nccc(C)n2)n1	-7.7%	-10%	-4%	1.1%	1.0%	4%	-7%	-3%	0%
CCC(C)(C)NC(=O)C(c1ccc(OC)cc1)N(Cc1ccc(OC)cc1)C(=O)CCC(=O)Nc1cc(C)on1 (stereo not drawn)	x	-2%	0%	0.9%	1.4%	8%	1%	32%	27%
CCOC(=O)C1=C(c2ccccc2)N=C2SCC(=O)N2C1c1cccc(OC)c1 (stereo not drawn)	-4.4%	1%	-4%	0.3%	2.0%	3%	0%	12%	10%
CN(c1ccc(OCC(=O)Nc2ccc3[nH]c(=O)[nH]c3c2)cc1)S(=O)(=O)c1ccc(Cl)cc1	-5.8%	3%	-4%	-1.8%	8.5%	6%	-5%	-17%	-1%	NS5 inhibitors pilot replicate=0.9
CCn1nnnc1SCC(=O)c1ccc(C)cc1	-1.6%	-11%	4%	-0.2%	0.6%	2%	-2%	17%	9%
COc1ccccc1C(=O)Nc1nnc(SCC(=O)Nc2ccc3c(c2)oc2ccccc23)s1	-2.5%	-1%	-7%	66%	3.4%	7%	-2%	34%	7%
COC(=O)c1cc2ccsc2n1CC(=O)Nc1cc(Cl)ccc1OC	-3.4%	-5%	8%	2.7%	-0.5%	5%	6%	2%	12%
CC(=O)OC(C)C(=O)NS(=O)(=O)c1ccc(C)cc1 (stereo not drawn)	1.9%	-4%	-9%	0.8%	1.5%	-2%	-8%	-4%	23%
CN1C(=O)[C@H]2[C@@H](/C=C/c3ccccc3)N3C(=O)CN(Cc4ccccn4)C(=O)[C@@]3(C)[C@H]2C1=O	x	-2%	5%	0.5%	0.3%	6%	-10%	1%	19%
O=C(Nc1ccc(OC(F)F)cc1)c1cc(S(=O)(=O)N2CCOCC2)ccc1F	x	-7%	1%	3.2%	2.5%	7%	-5%	3%	4%
CC(C)(C)c1ccc(-n2ncc3c2CCCC3NC(=O)CN2CCOC2=O)cc1 (stereo not drawn)	x	-3%	11%	1.5%	4.4%	4%	-8%	4%	21%
Cc1cccc(C)c1NC(=S)N1CCOCC1	x	2%	-1%	1.2%	0.4%	6%	-12%	-2%	8%
O=C(c1cc(O)c(O)c([N+](=O)[O-])c1)c1ccccc1F	x	-7%	x	x	-2.4%	4%	x	x	31%
N=c1c[n+](-c2ccc(Cl)cc2)[n-]o1	-6.9%	-3%	0%	0.8%	6.5%	7%	-3%	-6%	-1%
CN1CCN(S(=O)(=O)c2ccc(N(C)Cc3cccs3)nc2)CC1	0.4%	-9%	1%	0.3%	-0.2%	5%	-2%	3%	2%
CN(C)c1cccc(NC(=O)Cc2ccc(F)cc2)c1	-3.8%	-1%	-1%	-0.9%	1.8%	14%	5%	-10%	12%
COc1ccc(OC)c(C(=O)NC(CC(N)=O)c2ccc(NCCN3CCCCC3)c([N+](=O)[O-])c2)c1 (stereo not drawn)	x	-6%	4%	0.7%	-0.2%	4%	-15%	6%	9%
Cc1ccc(NC(=S)N2CCN(c3ccccn3)CC2)cc1C	x	-7%	1%	0.6%	6.5%	9%	-2%	-12%	4%
COc1ccc(CCNC(=O)CCCn2nc(C)n3ccnc3c2=O)cc1OC	x	-4%	1%	0.6%	1.6%	2%	-3%	2%	10%
CCOC(=O)c1c(NC(=O)C(=O)N/N=C/c2ccccc2OC)sc2c1CCCCC2	-3.9%	4%	2%	-0.5%	3.7%	6%	4%	26%	26%
COc1ccc2c(c1)CCCC2NS(=O)(=O)OCC(Cl)(Cl)Cl (stereo not drawn)	x	-2%	10%	2.1%	-0.6%	-9%	6%	7%	5%
COCCNc1ncnc2c1cnn2-c1ccc(Cl)cc1	3.0%	-1%	1%	1.1%	4.1%	3%	-10%	12%	0%
Cc1cc(C)cc(NC(=O)C2CCN(c3nc(C)cc(C)n3)CC2)c1	-5.3%	0%	-4%	-0.1%	-2.5%	2%	-5%	6%	14%
Cc1ccc(S(=O)(=O)CC(=O)c2ccccc2[N+](=O)[O-])cc1	x	6%	1%	0.1%	0.5%	17%	-9%	6%	19%
Cc1ccc(O)c(-c2cc(C(=O)Nc3ccc(S(=O)(=O)Nc4nccc(C)n4)cc3)[nH]n2)c1	x	0%	-1%	14%	1.4%	3%	-4%	0%	23%
Cc1cccc(NC(=O)c2ccc3c(c2)OCCO3)c1C	x	1%	-7%	-1.5%	0.1%	6%	-5%	8%	2%
COc1cc(NS(=O)(=O)c2ccccc2)ccc1-n1nc(C)cc1C	-2.6%	5%	1%	-0.5%	1.4%	-1%	-3%	2%	17%	NS5 inhibitors pilot replicate=0.0
CC1CC(C)CN(C(=O)COC(=O)CCc2nc3ccccc3c(=O)[nH]2)C1 (stereo not drawn)	-5.6%	5%	-2%	-2.5%	1.5%	-4%	-6%	13%	2%
Cc1nccc2[nH]c(=O)c(C(=O)NC(C)CCc3ccccc3)cc12 (stereo not drawn)	-2.0%	x	3%	-0.7%	-0.2%	x	-8%	-2%	3%
COc1ccc(C)cc1NC(=O)N1CCC(CO)(CC2CCCCO2)CC1 (stereo not drawn)	-6.7%	-1%	4%	-1.2%	0.5%	9%	-3%	1%	9%
CC(=O)C1C(c2ccccc2)c2c(noc2C)CC1(C)O (stereo not drawn)	x	-2%	-8%	-1.0%	2.1%	-1%	-10%	-2%	15%
CCN(CC(=O)Nc1c(F)cccc1F)C(=O)CCCc1c[nH]c2ccccc12	x	1%	4%	-0.7%	1.3%	-1%	-6%	11%	19%

Bioassay records (PubChem)
